Compound activity (PubChem)
PriA SSB inh = K. pneumoniae PriA-SSBct interaction inhibition | AlphaScreen SSBct-PriA binding, biotinylated peptide | inhibition, % at 33 µM | 430,000 compounds, 0.6% hits | AID 1272365; in the data active means inhibition mostly above about 37%, no sharp cut-off; inactive means mostly below about 20%;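 further: plate controls were negative control peptide for no effect and reference peptide for full effect; strong numbers were not always called active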
Rv3671c inh = inhibitors of M. tuberculosis serine protease Rv3671c; P9WHR9; inhibition, % at 5.96 µM; 320,000 compounds, 0.048% hits; in the data active means inhibition above about 38%;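 further: extracellular domain of Rv3671c used as enzyme; 0% = enzyme with DMSO and 100% = no enzyme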
Target sequence (P9WHR9 whole entry, looked up, the tested form may be a part): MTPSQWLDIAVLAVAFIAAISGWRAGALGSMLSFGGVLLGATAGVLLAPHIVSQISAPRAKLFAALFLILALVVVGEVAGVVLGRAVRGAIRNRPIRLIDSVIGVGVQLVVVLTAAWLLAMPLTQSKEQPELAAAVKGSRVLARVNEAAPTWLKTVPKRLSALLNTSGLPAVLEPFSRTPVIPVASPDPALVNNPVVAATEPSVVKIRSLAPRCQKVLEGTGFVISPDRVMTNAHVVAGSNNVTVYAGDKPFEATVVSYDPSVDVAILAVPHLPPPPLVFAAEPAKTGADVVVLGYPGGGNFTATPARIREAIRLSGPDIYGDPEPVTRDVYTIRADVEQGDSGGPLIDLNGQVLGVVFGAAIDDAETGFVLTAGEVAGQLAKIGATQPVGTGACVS
DUSP3 inh = blocks human VHR1 dual specificity phosphatase; recombinant VHR phosphatase, pNPP absorbance; P51452; 290,000 compounds, 0.52% hits; inhibition, % at 13.3 µM; in the data active means inhibition above about 50%; further: some compounds called inactive have numbers as strong as hits
GDH-TPI inh = counter-screen for M. tuberculosis FBA inhibitors: GDH-TPI coupled enzymes. AID 588335. GDH-TPI coupled enzyme counterscreen, NADH absorbance. inhibition, % at 4.8 µM. 360,000 compounds, 1.2% hits; in the data active means inhibition above about 30%;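 further: 0% = DMSO wells and 100% = wells lacking the enzyme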
BioA inh = blocks M. tuberculosis BioA enzyme activity; purified M. tuberculosis BioA enzyme, plate reader; inhibition, % at 9.99 µM; 360,000 compounds, 0.096% hits; AID 602481; in the data active means inhibition above about 40%
MazEF act = activators of E. coli MazEF toxin-antitoxin RNase. P0AE70. FAM/BHQ RNA-DNA oligo cleavage fluorescence, 5 h. activation, % at 20 µM. 350,000 compounds, 0.32% hits. AID 504720; in the data active means activation above about 50%
Target sequence (P0AE70 whole entry, looked up): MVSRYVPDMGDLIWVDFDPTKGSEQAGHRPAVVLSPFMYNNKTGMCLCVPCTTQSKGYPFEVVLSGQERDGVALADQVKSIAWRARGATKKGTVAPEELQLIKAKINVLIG
SARS 3CLpro inh = SARS-CoV 3CLpro protease inhibition | inhibition, % at 6 µM | recombinant SARS-CoV 3CLpro, quenched FRET peptide cleavage | 290,000 compounds, 0.14% hits; in the data active means inhibition above about 12%
Mtb UGM inh = Mtb UDP-galactopyranose mutase inhibition | 320,000 compounds, 0.06% hits | inhibition, % at 10 µM | AID 504406 | P9WIQ1 | purified UGM, fluorescence polarization probe displacement; in the data active means inhibition above about 10%, passing the limit was not always enough
Target sequence (P9WIQ1 whole entry, looked up): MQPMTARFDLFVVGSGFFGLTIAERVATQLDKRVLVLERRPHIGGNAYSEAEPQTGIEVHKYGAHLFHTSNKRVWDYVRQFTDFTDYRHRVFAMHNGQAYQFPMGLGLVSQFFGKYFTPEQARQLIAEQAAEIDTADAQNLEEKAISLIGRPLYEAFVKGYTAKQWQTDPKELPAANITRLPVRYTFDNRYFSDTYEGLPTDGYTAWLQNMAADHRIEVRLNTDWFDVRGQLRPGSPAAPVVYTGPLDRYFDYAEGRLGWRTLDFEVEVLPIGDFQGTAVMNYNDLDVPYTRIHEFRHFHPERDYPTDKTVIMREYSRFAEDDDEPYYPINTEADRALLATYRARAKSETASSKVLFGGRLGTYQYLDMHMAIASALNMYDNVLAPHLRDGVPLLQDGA
FBA Mtb inh = inhibits M. tuberculosis FBA enzyme. P9WQA3. purified M. tuberculosis FBA, fluorescence read-out. inhibition, % at 1 µM. 360,000 compounds, 2.3% hits. AID 588726; in the data active means inhibition above about 27%;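 further: 0% = vehicle and 100% = reference inhibitor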
Vc quorum ag = induces V. cholerae light production without autoinducers; V. cholerae BH1578 lux reporter, luminescence, 6 h; activation, % at 18.7 µM; 350,000 compounds, 0.16% hits; AID 588436; in the data active means activation mostly above about 9.7%, no sharp cut-off; further: not every result past the cut was called active; inactives centre near 0; reference of the scale not given here
Starred values were filed as active, the others as inactive; i = inactive; / = no result given; & = joins results of further samples. Only part of the results is shown; count on the stated rates, not on these rows.

SMILES	PriA SSB inh	Rv3671c inh	DUSP3 inh	GDH-TPI inh	BioA inh	MazEF act	SARS 3CLpro inh	Mtb UGM inh	FBA Mtb inh	Vc quorum ag
CN(C)S(=O)(=O)c1cccc(NC(=O)c2n[nH]c(=O)c3ccccc23)c1	16	3	22	2	/	7	5	1.7	-3	i
CCN(CC)C(=O)NCc1c(C)cc(C)cc1C	-15	-6	22	6	0.7	6	-3	3.3	2	i
COc1nc(Oc2ccc(C(=O)OCC(N)=O)cc2)nc(N(C)C)n1	-4	-6	-1	3	-1.1	-6	-3	-1.5	6	-7.1
O=C(NC1CC1)C1=C[C@@H](c2c[nH]c3ccccc23)C[C@@H](OCCCCO)O1	-1	-12	3	8	-0.6	8	/	-0.6	2	i
Cc1ccc(-c2csc(NC3OC(=O)c4ccccc43)n2)cc1 (centres undefined)	1	1	0	7	0.1	16	0	0.5	1	i
COC(=O)C1=C(C)N(CCc2cc(OC)c(OC)c(OC)c2)C(=O)N[C@H]1c1ccccc1	-2	0	/	12	3.8	5	/	5.6	-1	-1.0
O=C(NNC(=O)c1csc(-c2cccnc2)n1)c1ccccc1	0	1	5	-5	5.5	-3	3	-3.2	2	i
CCc1cc(=O)[nH]c(SCC(=O)N2CCC(Cc3ccccc3)CC2)n1	7&-22	1	/	-4	0.0	2	/	0.1	1	i
Cc1cc(C(=O)N=Nc2c(O)n(C(C)C)c3ccccc23)n[nH]1	-2	5	24	27	-0.7	7	1	-0.2	-4	i
O=C(NC(=S)Nc1ccc(S(=O)(=O)Nc2nccs2)cc1)C1CC1	-7	2	8	3	-0.3	6	2	-3.1	2	i
CC(CCc1ccccc1)NC(=O)CN1C(=O)NC2(CCCCC2C)C1=O (centres undefined)	-19	-6	/	1	-0.9	4	/	0.4	6	-0.4
O/C(=C\c1ccc2ccccc2n1)c1ccncc1	/	1	/	6	0.7	-5	/	-11	-10	-0.9
CCc1nnc(NC(=O)CSc2nc3ccccc3c(=O)n2CCCOC)s1	-2	-3	9	-5	-0.4	-2	4	1.2	-5	2.6
CNc1ccc(SC#N)cc1	15	-7	15	7	/	1	1	1.1	2	i
O=C(Nc1ccc(C(=O)O)cc1)Nc1cccc2ccccc12	-14	-5	10	13	-0.8	3	3	-3.4	0	i
COc1ccc(-c2nc(C=O)cs2)cc1	2	-16	0	-8	1.0	-2	1	1.8	0	0.4
O=C(c1ccc(S(=O)(=O)N2CCCC2)cc1)N1CCN(c2cccc(Cl)c2)CC1	-5	-7	14	2	0.8	-4	2	0.5	1	i
O=C(COC(=O)c1ccc([N+](=O)[O-])s1)c1ccc[nH]1	-4	-11	/	25	-1.4	5	/	0.8	1	-7.1
CCOC(=O)c1cnc2ccc(OCC)cc2c1N1CCN(C)CC1	-16	1	15	4	0.5	0	-2	/	2	i
Cc1ccc(C(=O)COC(=O)[C@@H](NC(=O)c2ccco2)C(C)C)s1	-1	8	/	16	-1.6	9	/	-1.0	0	i
CC1CCN(C(=S)c2cccc(O)c2)CC1	-17	3	19	-1	1.2	-24	2	4.9	-5	-0.2
O=C(COC(=O)C1(c2ccccc2F)CCCC1)N1CCNC1=O	-8	/	/	-6	-0.4	8	/	/	-3	-2.1
O=C(O)CC1NC(=S)N(c2ccccc2)C1=O (centres undefined)	-4	2	10	7	-2.1	-10	-2	-1.4	6	-12
CN(CC(=O)Nc1ccccc1Cl)C(=O)c1ccc(COc2ccccc2)cc1	-5	3	/	3	1.3	-14	/	-0.5	0	-2.5
O=C1C(c2ccccc2)=C(N2CC2)c2ccccc21	41*	0	29	-1	/	8	0	-1.1	-1	i
Cc1ccc(NC(=O)COc2ccc(C(=O)NCCc3ccccc3)cc2)cc1	-10	-2	/	/	/	-2	-12	2.0	/	/
COc1ccc2nc(-c3ccc(F)cc3)sc2c1	-15	-7	/	9	-1.2	8	/	-1.4	98*	11
CCOC(=O)CNCCC(=O)c1ccc(Br)cc1	-11	4	-2	8	/	0	2	2.5	1	i
O=C(COc1ccccc1)Nc1ccc2[nH]ncc2c1	-4	7	15	2	0.2	16	1	-0.8	1	-0.5
COc1cc(/C=C2/C(=N)N3N=C(CC(=O)N4CCOCC4)SC3=NC2=O)ccc1OCc1ccc(F)cc1	-12	-11	-14	13	1.0	5	5	1.7	0	-0.3
CCn1c(SC2CCOC2=O)nnc1-c1ccc(Cl)cc1 (centres undefined)	-9	0	21	-1	/	1	0	-0.4	-1	-0.1
O=C(NCCc1ccccc1)c1cc(-c2ccc3c(c2)OCO3)on1	4	-3	23	-9	-1.4	-2	-4	4.5	2	-0.4
Cc1ccccc1-c1nc(CS(=O)(=O)CC(=O)N2CCOCC2)c(C)o1	2	-3	1	1	-0.1	5	-3	-3.3	2	-0.2
Cc1cccc(NC(=O)CCC(=O)N/N=C/c2ccc(O)cc2O)c1	/	4	16	24	-0.8	6	0	-1.0	2	0.8
COc1ccc(S(=O)(=O)N2CCCC2CNC(=O)C(=O)NCc2ccc(C)cc2)cc1 (centres undefined)	3	4	/	-5	-1.3	0	/	-2.8	2	-1.3
COc1ccc(-c2noc(N3CCC(C(=O)Nc4cccc(OC)c4)CC3)n2)cc1	4	-4	-2	8	0.1	12	-5	-0.6	1	i
O=C(Nc1cc(C(F)(F)F)ccc1Cl)c1cc(C2CC2)on1	-10	4	22	-4	0.0	1	-3	-1.3	1	i
C1CCC(NC2CCCCC2)CC1	6	-2	/	4	-1.3	3	/	-0.1	-2	-0.4
COC(=O)c1ccccc1C(=O)N1CCCC(C(=O)c2cc(F)ccc2F)C1 (centres undefined)	0	6	-4	0	/	7	1	-0.2	0	-1.4
COc1ccc(C(=O)COC(=O)c2sc(C)nc2C)cc1Cl	-10	-3	/	7	-0.9	-11	/	3.4	-1	i

Sorted by length of the SMILES (rising): some entries from above.
SMILES	PriA SSB inh	Rv3671c inh	DUSP3 inh	GDH-TPI inh	BioA inh	MazEF act	SARS 3CLpro inh	Mtb UGM inh	FBA Mtb inh	Vc quorum ag
CCOC(=O)CNCCC(=O)c1ccc(Br)cc1	-11	4	-2	8	/	0	2	2.5	1	i
O=C(NNC(=O)c1csc(-c2cccnc2)n1)c1ccccc1	0	1	5	-5	5.5	-3	3	-3.2	2	i
O=C(c1ccc(S(=O)(=O)N2CCCC2)cc1)N1CCN(c2cccc(Cl)c2)CC1	-5	-7	14	2	0.8	-4	2	0.5	1	i
COC(=O)C1=C(C)N(CCc2cc(OC)c(OC)c(OC)c2)C(=O)N[C@H]1c1ccccc1	-2	0	/	12	3.8	5	/	5.6	-1	-1.0

Continuation:
SMILES	PriA SSB inh	Rv3671c inh	DUSP3 inh	GDH-TPI inh	BioA inh	MazEF act	SARS 3CLpro inh	Mtb UGM inh	FBA Mtb inh	Vc quorum ag
CCCC(=O)Nc1nnc(-c2cccc(OCC)c2)s1	-6	1	8	6	1.6	-18	-6	1.1	11	-5.0
O=C(Nc1ccc(N2CCOCC2)cc1)c1ccc([N+](=O)[O-])o1	-8	-3	20	5	-0.1	-7	-2	1.5	-1	0.8
Clc1ccc(N2CCCCCC2)nn1	-8	3	23	1	/	3	0	0.1	-1	3.8
O=C(CCc1ccccc1)Nc1ncc2c(n1)CCCC2=O	0	-4	21	-8	6.2	2	-7	-1.4	-1	-1.4
CCO/C=C1\C(=O)N(c2ccc(OCC)cc2)C(=O)c2ccccc21	-2	0	7	3	-0.2	6	0	-4.6	7	1.3
O=C(Nc1ccc(N2CCN(C(=O)c3cccs3)CC2)cc1)c1ccccc1F	-3	0	-19	8	-1.6	7	7	0.5	0	i
Cc1cc(C)cc(NC(=O)c2ccc(S(=O)(=O)N(C)CC3CCCO3)cc2)c1 (centres undefined)	-3&-15	-6	-19	-5	-2.1	5	-2	-1.3	-4	-0.6
CC(C)CNC(=O)c1c2c(nc3ccccc13)-c1ccccc1CC2	-5	-8	37	9	-0.7	2	3	1.2	8	17*
COc1ccc(NC(=O)CCNS(=O)(=O)c2cccc(C(C)=O)c2)cc1S(N)(=O)=O	-13	5	25	8	1.9	7	0	-2.3	2	i
Fc1cccc(Oc2nc3ccccc3n3cccc23)c1	-20	-1	24	1	/	12	6	-0.3	10	i
Cc1c(Cl)cccc1NC(=S)N1CCN(c2ncccn2)CC1	-7	0	22	8	7.5	-5	3	-0.6	-3	i
Cc1[nH]n(-c2ccccc2)c(=O)c1C=Nc1ccc(S(=O)(=O)N(C)C)cc1	-25	-11	0	14	-0.8	3	2	0.8	-5	i
CN(C)S(=O)(=O)c1ccccc1C#N	4	10	8	7	-2.3	0	-1	-4.7	-1	4.8
O=C(NCC1CCCO1)c1cccc(S(=O)(=O)NCc2ccccc2)c1 (centres undefined)	-14	-2	-5	3	-0.8	-1	0	-1.9	-1	-0.2
COc1ccc(-c2cc(C3CCN(CC(O)C(F)(F)F)CC3)[nH]n2)cc1 (centres undefined)	7	15	26	6	-1.4	-11	-4	1.2	3	1.2
Cn1c(N)c(C(=O)COC(=O)COc2cc(Cl)c(Cl)cc2Cl)c(=O)n(C)c1=O	-3	4	/	-11	-2.1	16	/	4.0	-1	-0.1
CN(C(=O)c1cccn(Cc2ccccc2)c1=O)c1ccccc1	-10	1	20	2	/	0	-1	0.9	0	-0.2
O=C(CSC1=NNC(c2ccccn2)S1)Nc1cccc(Cl)c1 (centres undefined)	42*	0	-1	5	0.0	13	5	3.0	1	i
c1ccc(C2=Nc3c(ccc4ccccc34)C(c3ccncc3)=NN2)cc1	47*	6	2	-2	/	1	5	-2.3	-1	i
O=C(NCc1ccccc1F)c1cc(=O)[nH]c2ccccc12	8	7	35	8	-1.9	8	-1	-0.6	5	-0.2
Cc1ccc(C(=O)N2CCN(c3cccc(C)c3C)CC2)o1	-2	-2	13	4	2.0	-4	1	2.4	3	i
COc1cc(NC(=S)N2CCc3ccccc3C2)cc(OC)c1	-7	-4	16	3	/	-5	1	-1.0	-3	-0.1
Cc1cc(C)cc(NC(=O)CSc2nc(=O)n(CCCN3CCOCC3)c3c2CCCC3)c1	-2	3	/	5	0.5	5	/	0.8	-2	-1.1
CCCn1c(=O)c2ccccc2n2c(SCC(=O)Nc3cc(C)on3)nnc12	-9	2	0	-8	-0.5	10	/	-1.0	-3	1.9
Cc1ccc(NC(=O)c2cc3ccccc3o2)cc1	-29	11	-4	8	-2.0	5	3	-0.2	1	0.7
CSc1ccccc1NC(=O)COc1ccccc1Cl	-67	-5	4	-7	0.5	-1	-1	-1.3	-1	i
C[C@H](CO)N1C[C@H](C)[C@@H](CN(C)Cc2cccc(C(F)(F)F)c2)OCc2cnnn2CCCC1=O	/	/	/	3	2.0&3.4	3	/	/	-2	i
Nc1sc2c(c1C(=O)NC1CC1)CCCC2	-2	-2	/	1	0.3	-1	/	-0.1	2	i
O=C1C(=O)N(Cc2cccnc2)C(c2ccc(Br)cc2)/C1=C(\O)c1ccc2c(c1)OCCO2 (centres undefined)	/	4	-17	7	-0.5	7	9	2.0	-2	i
O=C(Nc1ccc(Oc2ccc3ccccc3c2)cc1)c1ccco1	1	-36	-4	-10	-0.8	-1	-2	1.6	3	-0.2
Cc1nn(Cc2ccc(C(=O)N3CCCC3)o2)c(C)c1[N+](=O)[O-]	4	/	13	3	-0.4	-3	1	/	5	-0.5
COC1(OC)N=C(N)C2(C#N)C(c3ccc4c(c3)OCO4)C12C#N (centres undefined)	1	3	19	15	0.7	-1	1	0.5	6	i
CN1CCN(C(=O)/C(=C/c2ccccc2Cl)NC(=O)c2ccccc2)CC1	6	-16	31	4	-0.4	4	-12	0.3	-2	-2.2
CCN1CCN(CCCN(Cc2cccs2)C(=S)Nc2ccccc2C)CC1	-8	2	2	8	/	1	-2	-1.0	0	-0.2
Cc1ccc2nc(SCc3nnc(-c4cccs4)o3)[nH]c2c1	0	0	26	8	2.3	8	1	2.3	-2	-3.8
CCc1nc2ccc(C(=O)NCCCn3ccnc3)cn2c1N(C)C(=O)c1cccc(OC)c1	/	/	/	0	-0.7	/	/	/	-4	-4.5
CCN1C(=O)c2cccc3c(NC(=O)C4CCCCC4)ccc1c23	-5	1	16	19	-2.7	2	1	-2.1	0	-14
